High-throughput results: PubChem, several laboratories
TCR-CD3 inh – inhibitors of human TCR-CD3 interaction; TAMRA-labeled TCR probe fluorescence, biochemical; inhibition, % at 9.4 µM; 360,000 compounds, 0.37% hits; AID 651800; in the data active = inhibition above about 19%;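 note: recombinant mutant TCR 2C K166C tagged with TAMRA read by polarization; 0% = receptor in buffer alone and 100% = receptor with positive control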
mABHD4 FP – inhibits mouse alpha/beta hydrolase domain 4; 370,000 compounds, 0.54% hits; inhibition, % at 8.92 µM; Q8VD66; purified mABHD4, FP-Rh probe fluorescence polarization;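 active = inhibition exceeding the mean over every tested compound plus 3 SD, cut at about 30% in these data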;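 note: 0% = plate median of compound wells and 100% = S159A mutant with DMSO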
Target sequence (Q8VD66 whole entry, looked up, the tested form may be a part): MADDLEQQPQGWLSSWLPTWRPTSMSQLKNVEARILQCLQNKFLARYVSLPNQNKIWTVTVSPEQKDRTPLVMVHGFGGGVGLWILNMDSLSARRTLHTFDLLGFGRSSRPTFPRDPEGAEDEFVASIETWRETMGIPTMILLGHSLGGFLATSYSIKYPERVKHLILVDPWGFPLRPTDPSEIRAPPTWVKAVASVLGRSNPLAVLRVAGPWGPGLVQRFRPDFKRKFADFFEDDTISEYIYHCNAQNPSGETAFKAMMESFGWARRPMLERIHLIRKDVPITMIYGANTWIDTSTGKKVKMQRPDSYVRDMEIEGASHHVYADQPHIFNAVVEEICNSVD
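Assay system: mouse ABHD4 enzyme, wild type / Also added: fluorescent activity-based probe FP-Rh / Doses: single nominal dose of 8.92 µM, 0.89% DMSO final / Timing: 45 min compound pre-incubation plus 60 min probe step, 25 °C / Signal: FP readout, ex 525 nm / em 598 nm / Control set: S159A mutant/DMSO as 100%, compound-well median as 0%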
MBD2 inh – MBD2-methylated oligo binding inhibition; Q9UBB5; TR-FRET, MBD2 binding to methylated oligonucleotide; inhibition, % at 4.4 µM; 370,000 compounds, 0.31% hits; AID 686964; in the data active = inhibition above about 13%
UHRF1 MBD2 ctr – UHRF1 methyl-DNA binding inhibition | Q96T88 | UHRF1 binding to methylated oligo, TR-FRET | inhibition, % at 4.4 µM | 370,000 compounds, 0.75% hits | AID 687016; in the data active = inhibition above about 21%;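 note: UHRF1 SRA domain binding a hemimethylated CpG hairpin DNA probe; 0% = median of test compound wells and 100% = reference inhibitor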
HTRA1 inh – blocks human HTRA1 serine peptidase; inhibition, % at 5.96 µM; 340,000 compounds, 0.5% hits; recombinant HTRA1, FP-rhodamine activity-based probe, fluorescence polarization; Q92743; in the data active = inhibition above about 36%;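 note: 0% = enzyme with DMSO and 100% = wells lacking enzyme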
Target sequence (Q92743 whole entry, looked up): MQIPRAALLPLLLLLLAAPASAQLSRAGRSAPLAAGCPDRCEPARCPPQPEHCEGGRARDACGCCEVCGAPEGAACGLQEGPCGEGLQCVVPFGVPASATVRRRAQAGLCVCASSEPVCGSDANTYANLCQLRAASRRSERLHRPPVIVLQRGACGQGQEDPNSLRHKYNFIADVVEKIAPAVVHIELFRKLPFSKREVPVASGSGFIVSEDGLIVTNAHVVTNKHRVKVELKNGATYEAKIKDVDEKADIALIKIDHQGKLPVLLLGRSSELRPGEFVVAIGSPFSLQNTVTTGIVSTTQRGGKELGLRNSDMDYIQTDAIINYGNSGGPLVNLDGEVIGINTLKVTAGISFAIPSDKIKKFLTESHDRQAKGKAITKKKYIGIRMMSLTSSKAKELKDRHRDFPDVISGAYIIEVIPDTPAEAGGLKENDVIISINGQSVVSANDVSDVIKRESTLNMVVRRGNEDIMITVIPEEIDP
SIAE primary – inhibitors of human sialic acid acetylesterase SIAE; 370,000 compounds, 0.69% hits; Q9HAT2; inhibition, % at 9.66 µM; SIAE FP-Rh probe binding, fluorescence polarization;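 active = inhibition above a cutoff: mean of compounds within the control limits plus 3 SD of those, cut at about 17% in these data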;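 note: 0% = plate median of compound wells and 100% = probe without SIAE protein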
GC-B act – GC-B (human) receptor activation | 370,000 compounds, 0.11% hits | HEK293-GC-B cells, CNP EC30, cGMP TR-FRET; 0% at EC30 CNP, 100% saturating CNP | P20594 | activation, % at 10 µM;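 active = activation at 10 µM reaching about 35% in either raw or pattern-adjusted values, limit read from the data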
PRMT1 inh – blocks human protein arginine methyltransferase 1. inhibition, % at 2.79 µM. 370,000 compounds, 1.3% hits. recombinant PRMT1, activity-based probe fluorescence polarization;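 active = inhibition above about 21% made by adding two undisclosed values, limit read from the data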
rCAG RNA binder – molecules binding r(CAG) RNA repeats. r(CAG) RNA repeat, TO-PRO-1 dye displacement fluorescence. inhibition, % at 3 µM. 370,000 compounds, 1.3% hits. AID 651821;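 active = inhibition above the plate cutoff, the mean of all test compounds on that plate plus 3 SD, cut at about 35% in these data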;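 note: 0% = DMSO alone and 100% = 100 µM mitoxantrone as full dye displacement; higher means more dye released from RNA so lower well fluorescence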
NPR1 activator – GC-A (human) enzyme activation; HEK293 GC-A cells, cGMP TR-FRET, EC30 ANP; 0% at EC30 ANP, 100% saturating ANP; activation, % at 10 µM; 370,000 compounds, 0.14% hits; AID 1671463; in the data active = activation above about 40%
* hit, by the source's call; nt = no result given.

SMILES	TCR-CD3 inh	mABHD4 FP	MBD2 inh	UHRF1 MBD2 ctr	HTRA1 inh	SIAE primary	GC-B act	PRMT1 inh	rCAG RNA binder	NPR1 activator
OCCC1CN(Cc2cccc3c2OCO3)CCN1C1CCCCC1 (stereo unspecified)	-1	10	2	2	1	3	1	0	-5	2
Cn1cc(/C=C(\NC(=O)c2ccccc2)C(=O)N2CCOCC2)c2ccccc21	5	-1	-6	6	0	4	-6	5	-3	-3
O=[N+]([O-])c1cc(S(=O)(=O)N2CCCC2)ccc1O	-7	-3	2	5	-2	-5	2	2	1	-2
CCc1noc(C)c1C(=O)N1CCN(S(=O)(=O)c2ccc(Cl)s2)CC1	3	0	-6	-2	7	3	0	-6	-2	0
Cc1ccccc1OCCn1c(=S)[nH]c2c(N)ncnc21	11	-2	4	-2	1	8	-9	-2	7	1
CCCOc1ccc(C(=O)Nc2ccc(NC(=O)c3cccs3)cc2)cc1	5	3	0	0	-2	-7	1	-3	-2	-1
COC(=O)C[C@@H]1CC[C@@H](NC(=O)NC2CCCC2)[C@@H](CO)O1	-6	3	1	-1	nt	15	3	3	0	-3
CN(CC(=O)Nc1ccccc1C(F)(F)F)C(=O)c1cccc(-n2cccc2)c1	-8	-3	7	0	-8	4	-6	0	9	1
O=C(NCc1ccc(F)cc1)C1CCN(S(=O)(=O)c2cccc3nonc23)CC1	6	0	-5	3	1	-5	3	-6	5	-4
COc1ccc(-c2nnc(SCC(=O)Nc3ccccc3OC)o2)cc1	-2	-1	-3	2	-7	-2	-4	1	-2	1
CC1CC(=O)N(CC(=O)Nc2cccc(F)c2)c2ccccc2S1(=O)=O (stereo unspecified)	-2	-2	-5	-2	4	3	2	-2	0	1
COC(=O)c1cnc2c(C(F)(F)F)cccc2c1OC	5	2	-6	0	5	1	-3	-2	0	2
O=C(COc1cccnc1[N+](=O)[O-])Nc1ncc(Cl)cc1Cl	9	24	-2	0	28	3	0	10	11	-4
O=C(O)C1=C(C(=O)N2CCN(C(=O)c3ccco3)CC2)CCCC1	2	-6	-2	-2	0	5	4	-1	-1	4
CCN(CC)c1ccc(/C=N/Nc2nn[nH]n2)cc1	6	1	-1	-3	-3	6	1	-1	1	-5
CCOc1ccc(NC(=O)c2cccc(-n3cnnn3)c2)cc1	-2	2	1	1	2	-3	-9	-2	-1	0
CSCCC1NC(=O)N(CC(=O)Nc2ccc(Cl)c(S(=O)(=O)N3CCOCC3)c2)C1=O (stereo unspecified)	4	-8	1	6	4	-1	8	2	7	0
Cc1nnc2n(c1=O)C(CS(=O)(=O)c1ccc3ccccc3c1)CS2 (stereo unspecified)	-6	7	2	0	3	-7	0	4	-1	-1
COc1ccc(Cl)cc1NC(=O)c1nnn(CC(=O)Nc2ccc(C)c(C)c2)c1N	-11	-9	3	5	-9	-24	-6	-2	6	-1
O=C(NNC(=O)C1CCCO1)c1ccc(Cl)cc1 (stereo unspecified)	1	1	-3	0	6	-9	nt	0	0	nt
CCCCCCCC[n+]1cccc(C(=O)N2c3c(nc(N)[nH]c3=O)NC(C)C2C)c1 (stereo unspecified)	-5	0	-6	1	7	0	1	3	-1	3
O=C(CN1CCN(S(=O)(=O)c2ccc(F)cc2)CC1)Nc1ccc2c(c1)OCO2	-3	-8	1	0	-4	3	0	0	1	3
COc1ccc2c(c1)c([C@@H]1[C@H](C)[C@H]3CCCC[C@H]3CN1S(=O)(=O)c1ccc(C)cc1)cn2C	9	1	-2	-3	6	-1	-6	0	3	-4
COc1ccc(OCC(=O)N/N=C(\C)c2cccs2)cc1	10	3	4	-1	4	-1	0	-1	-1	-1
CCn1c(CNC(=O)c2ccc(OC)cc2)nnc1SC	-9	1	0	3	-3	-3	13	-1	0	12
Cc1ccc(NC(=O)CSCC(=O)N2CCN(C(=O)c3ccco3)CC2)cc1	-1	-1	-2	3	-3	6	2	3	5	-3
CCc1nc(CN(C)C(=O)C2CCC(=O)N(CCc3cccc(F)c3)C2)no1 (stereo unspecified)	-2	4	3	1	2	-3	-2	4	-8	5
CCN(CC(=O)Nc1ccccc1C(F)(F)F)C(=O)CSCc1c(C)noc1C	5	-1	3	-4	8	8	2	-2	-4	-1
CSc1ccc(CCNC(=O)c2ccc(CS(=O)Cc3ccccc3Cl)o2)cc1 (stereo unspecified)	-2	1	3	1	-7	3	-1	0	-4	0
CCC(C(=O)NCc1ccco1)N(C(=O)CNS(=O)(=O)c1ccccc1)C1CCCCC1 (stereo unspecified)	0	-3	3	4	-2	1	-4	2	2	-5
CCCCN=Cc1c(C)[nH]n(-c2ccccc2)c1=S	0	4	1	-3	6	7	-1	26*	-2	1
COc1ccc(CNC(=O)COc2ccc(S(=O)(=O)NC(C)C)cc2)cc1	0	-6	-4	-2	4	1	3	-2	-2	1
C[C@]12C(=O)N(c3ccc(F)cc3)C(=O)N1[C@@H]1c3ccccc3OC[C@@H]1[C@H]2c1ccccc1	3	-15	0	-1	-26	-2	-4	0	-3	0
COc1cc(/C=N/NC(=S)NCC2CCCO2)cc(OC)c1OC (stereo unspecified)	-7	5	2	0	3	4	6	-5	-6	4
Brc1ccc(C2C3=C(Nc4ncnn42)c2ccccc2OC3c2ccncc2)cc1 (stereo unspecified)	0	7	1	-3	-9	-3	-17	-2	2	-34
CN(C)c1nc2c(N)ncnc2n1C1OC(CO)C(O)C1O (stereo unspecified)	5	-6	0	-2	0	6	-6	-3	1	2
Cn1c(=O)[nH]c(=O)c2c1ncn2CCN1CCCCC1	-6	-5	1	0	2	3	-3	-2	-1	5
CN(CCOC(=O)c1cc2ccccc2o1)C1CN(Cc2cn(Cc3ccccc3Cl)nn2)S(=O)(=O)C1 (stereo unspecified)	nt	-6	5	-1	nt	10	-10	4	4	0
C=CCNc1ccc2c(c1)OC[C@@H](CC(C)C)NS2(=O)=O	8	3	-2	2	nt	0	0	0	0	1
CCOC(=O)N1CCN(C(=O)CNC(=O)c2nn(-c3ccc(OC)c(OC)c3)c(=O)c3ccccc23)CC1	-2	9	-6	1	0	1	4	1	1	1
Nc1nc(NC(=O)CCC(=O)O)nn1-c1ccccc1	-3	-5	1	2	5	1	-2	3	0	5
O=S(=O)(Nc1cccc2cn[nH]c12)c1ccc(F)cc1	5	2	2	0	4	11	6	-2	3	5
CSc1ccccc1NC(=O)c1onc(C)c1Cl	7	-2	-8	-2	-3	0	7	0	1	2
CCCC(=O)c1ccc(N2CCOCC2)c(F)c1	0	3	3	1	9	3	-8	2	-5	2
CCOC(=O)c1oc2nc(C(C)C)c3c(c2c1N)CC(C)(C)OC3	5	1	-3	-4	-6	9	-6	1	-8	4
CCCCN1C(=O)C(=O)N(CC(=O)Nc2cccc(C(C)=O)c2)C1=O	3	2	-3	-1	7	1	3	-3	4	0
O=C(NC1CCCC1)c1ccc(Cn2c(=O)[nH]c3ccsc3c2=O)cc1	9	-5	1	-3	2	5	-7	-2	-1	-4
Cc1c(Cl)cccc1NC(=S)N1CCC(N(C)CC2CCCO2)CC1 (stereo unspecified)	-4	2	-5	1	4	0	3	5	2	1
CC(C)(C)c1nc(SCC(=O)c2ccccc2)c2ccccc2n1	-6	-6	4	1	-26	-5	-1	4	-2	1
COc1ccc(CCC(=O)N2CC(C)OC(C)C2)cc1 (stereo unspecified)	-2	-8	10	2	-1	-7	2	1	-1	0
O=S(=O)(Nc1ccccc1)c1ccc(S(=O)(=O)N2CCCC2)cc1	5	7	5	14	-9	5	6	4	6	-1
CC1(C)Cc2c(C#N)c(OCC(=O)c3ccccc3)nc(-c3ccoc3)c2CO1	-3	0	3	0	-8	-2	5	3	7	3
O=C(OCC(=O)N1CCCc2ccccc21)c1ccc(S(=O)(=O)C(F)F)cc1	-10	-6	-5	-1	-4	5	0	-4	-2	2
CCc1ccc2nc(SCC(=O)N3CCCCC3)c(C#N)cc2c1	-2	-2	0	0	-13	-2	0	2	0	7
O=c1sc2ccccc2c(=O)n1Cc1ccccc1F	-1	-5	-4	0	-17	4	2	11	-4	2
Cc1ccc(CNC(=O)Cc2cn(C)c3ccccc23)cc1	6	5	-4	-2	4	-3	-2	-1	-5	0
O=C(Nc1ccncc1)c1ccc2c(c1)C(=O)N(CC1CCCO1)C2=O (stereo unspecified)	2	-11	3	2	-8	-11	6	-3	2	-3
CC(C)(C)CC(=O)N1CCN(Cc2ccc3c(c2)OCO3)CC1	-3	-3	4	3	-1	-2	4	2	-12	0
COc1ccccc1NC(=O)CSc1nc(O)cc(=O)n1-c1ccccc1OC	2	-22	-1	1	-14	-7	-3	3	40*	3
O=C(NCC1CCCO1)Nc1ccc(Cl)cc1 (stereo unspecified)	-5	-14	3	6	2	4	-3	3	5	0

4 consecutive compounds from above:
SMILES	TCR-CD3 inh	mABHD4 FP	MBD2 inh	UHRF1 MBD2 ctr	HTRA1 inh	SIAE primary	GC-B act	PRMT1 inh	rCAG RNA binder	NPR1 activator
CCCCN1C(=O)C(=O)N(CC(=O)Nc2cccc(C(C)=O)c2)C1=O	3	2	-3	-1	7	1	3	-3	4	0
O=C(NC1CCCC1)c1ccc(Cn2c(=O)[nH]c3ccsc3c2=O)cc1	9	-5	1	-3	2	5	-7	-2	-1	-4
Cc1c(Cl)cccc1NC(=S)N1CCC(N(C)CC2CCCO2)CC1 (stereo unspecified)	-4	2	-5	1	4	0	3	5	2	1
CC(C)(C)c1nc(SCC(=O)c2ccccc2)c2ccccc2n1	-6	-6	4	1	-26	-5	-1	4	-2	1

Later entries:
SMILES	TCR-CD3 inh	mABHD4 FP	MBD2 inh	UHRF1 MBD2 ctr	HTRA1 inh	SIAE primary	GC-B act	PRMT1 inh	rCAG RNA binder	NPR1 activator
COc1ccc(-c2nnn(CC(=O)NCc3ccc4c(c3)OCO4)n2)cc1OC	8	5	-8	-1	0	-8	-6	1	-2	3
CCOc1ccc(N(CC(=O)NCc2ccco2)S(C)(=O)=O)cc1	2	2	4	1	-3	9	-6	-3	2	2
CCCc1c(-c2cccc(Cl)c2)ncn1Cc1ccccc1OC	6	-1	0	-1	nt	-1	-7	-5	-1	-8
Cn1c(C(C#N)/C(=N\S(=O)(=O)c2cccs2)c2ccccc2)nc2ccccc21 (stereo unspecified)	-2	-4	-2	0	-6	3	0	1	16	-2
O=C(O)CCN(Cc1ccccc1)S(=O)(=O)c1ccc(Cl)cc1F	6	-8	2	7	4	-8	-6	-1	6	-1
CCCC(=O)NCCc1cc2ccc(C)c(C)c2[nH]c1=O	0	-1	-3	-1	6	-1	-4	-3	1	0
COc1ccc(S(=O)(=O)N(C)C[C@@H]2OCc3cnnn3CCCC(=O)N([C@H](C)CO)C[C@H]2C)cc1	3	5	1	-3	0	7	5	0	0	2
O=C(OC(C(=O)NCc1ccc2c(c1)OCO2)c1ccccc1F)c1ccco1 (stereo unspecified)	0	-18	1	2	-5	0	-8	5	-2	-6
CCOC(=O)c1sc(NC(=O)CN(CC)CC)c(C(=O)OCC)c1C	-2	2	9	-3	1	-8	1	0	1	6
COc1cccc(NC(=O)CN(C)C(=O)/C=C/c2ccc(S(=O)(=O)N3CCCCCC3)cc2)c1	-5	-4	-1	1	-31	-3	-1	1	4	-3
CCC(NC(=O)CN1CCN(C(=O)c2cccs2)CC1)c1ccc(C)cc1 (stereo unspecified)	-10	-4	0	-1	2	7	-5	4	-1	-11
COc1ccccc1CNC(=O)c1cc2ccccc2oc1=O	-3	2	0	4	1	-3	4	1	-4	-1

Not all compounds are listed; the hit share may differ from the screen's.
